Screens: PubChem BioAssay, NCI
All columns: NCI-60 one-dose screen, growth in % after 48 h at 10 µM unless noted; 100 = growth as untreated, 0 = no growth, -100 = all killed.
U251 = U251 CNS tumor cells; 80,000 tested, 5.4% active
SNB-19 = SNB-19 CNS cancer cells; 81,000 tested, 2.5% active; AID 1794751
SF-539 = SF-539 CNS cancer | 81,000 tested, 6.8% active | AID 1794752
DU-145 = DU-145 prostate cancer. 81,000 tested, 4.2% active
PC-3 = PC-3 prostate cancer cells | 80,000 tested, 3.9% active | AID 1794754
SF-268 = SF-268 CNS cancer cells. 82,000 tested, 3.1% active
HCC-2998 = HCC-2998 colon cancer. AID 1794799. 79,000 tested, 4.7% active
SF-295 = SF-295 CNS cancer cells. 79,000 tested, 5.6% active
SNB-75 = SNB-75 CNS cancer; 79,000 tested, 5% active; AID 1794750
Numbers without * were called inactive. How the source made its calls: active means growth percent below 10; inactive means the rest.

`C[N+](C)(C)Cc1ccccc1C(=O)c1ccccc1` gave U251 97.6, SNB-19 96.4, SF-539 99.3, DU-145 108.2, PC-3 96.1, SF-268 106.4, HCC-2998 110.1, SF-295 100.8 and SNB-75 90.7.
COc1cnc2c(c1)C(=O)c1c-2n(CCCN2CCN(C)CC2)c(=O)c2cc(Cl)ccc12 was read as U251 45.4, SNB-19 46.3, SF-539 14.7, DU-145 33.1, PC-3 40.5, SF-268 35.7, HCC-2998 66.8, SF-295 35.5 and SNB-75 38.7.
CN(C)CCOC1(CC2CCCCC2)CCC(C(C)(C)C)CC1 (configuration not stated) was read as U251 45.5, SNB-19 79.6, SF-539 84.2, DU-145 78.5, PC-3 68.3, SF-268 73.0, HCC-2998 73.5, SF-295 79.8 and SNB-75 69.3.
For O=C(CN1C(=O)S/C(=C\c2ccccc2)C1=O)Nc1ncc(Cc2ccccc2)s1 the results were U251 100.0, SNB-19 96.7, SF-539 96.5, DU-145 89.1, PC-3 93.2, SF-268 87.4, HCC-2998 97.0, SF-295 103.7 and SNB-75 87.3.
`O=C(CSc1nc2sc3c(c2c(=O)n1-c1ccc(Cl)cc1)CCCC3)NNC(=O)c1ccccc1` gave U251 108.1, SNB-19 103.1, SF-539 55.3, DU-145 112.2, PC-3 96.1, SF-268 113.0, HCC-2998 130.1, SF-295 103.9 and SNB-75 66.6.
Screening CC(C)(C)OC(=O)CC(C)(O)c1ccc(Cl)cc1 (configuration not stated) returned U251 101.8, SNB-19 106.5, SF-539 103.1, DU-145 109.5, PC-3 90.2, SF-268 106.3, HCC-2998 97.8, SF-295 99.2 and SNB-75 96.5.
C#Cc1cccc(Nc2ncnc3ccc(N/C=C(/C#N)C(=O)OCC)cc23)c1 was read as U251 85.4, SNB-19 85.1, SF-539 97.9, DU-145 69.9, PC-3 91.4, SF-268 94.4, HCC-2998 101.7, SF-295 95.6 and SNB-75 92.5.
`COc1ccc(-c2c3c(N)nc(-c4ccncc4)nc3nc3c2c(C)nn3-c2ccccc2)cc1` gave SNB-19 80.7, SF-539 -40.0*, DU-145 82.0, PC-3 61.0, SF-268 54.0, HCC-2998 102.1, SF-295 58.7 and SNB-75 80.6.
Screening CC(CN(C)C)OC(=O)Nc1ccccc1 (configuration not stated) returned U251 98.2, SNB-19 107.4, SF-539 93.6, DU-145 113.7, PC-3 103.5, SF-268 100.4, HCC-2998 100.6, SF-295 98.5 and SNB-75 89.7.
`COC(=O)CCCCCCCCCC(=O)O` gave U251 93.4, SNB-19 107.8, SF-539 109.3, DU-145 119.3, PC-3 89.1, SF-268 102.8, HCC-2998 105.5, SF-295 100.6 and SNB-75 111.9.
Screening O=C(OCCCCOC(=O)c1ccccc1)c1ccccc1 returned U251 93.0, SNB-19 99.7, SF-539 99.5, DU-145 103.3, PC-3 96.7, SF-268 106.6, HCC-2998 93.8, SF-295 101.7 and SNB-75 101.8.
Screening Nc1ccc2c3c(cccc13)-c1ccccc1-2 returned U251 94.9, SNB-19 97.7, DU-145 108.8, PC-3 73.0, SF-268 78.4, HCC-2998 103.2, SF-295 101.5 and SNB-75 74.2.
`Cc1nc(C(=O)O)cc([N+](=O)[O-])c1C` gave U251 96.4, SNB-19 114.3, SF-539 109.7, DU-145 104.2, PC-3 102.8, SF-268 102.2, HCC-2998 115.0, SF-295 127.8 and SNB-75 95.3.
Screening COc1ccc(-c2nnc(-c3nnn(-c4ccc([N+](=O)[O-])cc4)c3C)o2)cc1OC returned U251 96.9, SNB-19 91.5, SF-539 96.4, DU-145 113.8, PC-3 92.4, SF-268 111.6, HCC-2998 107.5, SF-295 93.1 and SNB-75 104.6.
Screening COc1ccc(Cc2cc(-c3ccccc3C)n[nH]c2=O)cc1 returned U251 100.0, SNB-19 87.1, SF-539 97.8, DU-145 93.2, PC-3 81.7, SF-268 85.0, HCC-2998 109.8, SF-295 115.9 and SNB-75 72.7.
For CC1=NN(c2cccc(S(N)(=O)=O)c2)C(=O)C1 the results were U251 100.8, SNB-19 90.4, SF-539 91.5, DU-145 100.0, PC-3 80.1, SF-268 91.6, HCC-2998 96.1, SF-295 87.8 and SNB-75 82.7.
`CCC(=C(c1ccc(OCCN2CCCC2)cc1)c1ccc(OCCN2CCCC2)cc1)c1ccc(Cl)cc1` gave U251 -77.4*, SNB-19 -19.0*, SF-539 -88.4*, DU-145 26.4, PC-3 -7.1*, SF-268 49.8, HCC-2998 -93.7*, SF-295 -61.9* and SNB-75 -58.2*.
N#Cc1c(-c2ccc(Cl)cc2)cc(-c2cccc(OCC(=O)O)c2)[nH]c1=O was read as U251 98.4, SNB-19 95.6, SF-539 76.3, DU-145 106.4, PC-3 104.2, SF-268 99.7, HCC-2998 103.6, SF-295 94.6 and SNB-75 72.6.
`NC(=O)c1cc(Cl)ccc1Nc1ccnc(C(F)(F)F)c1` gave SNB-19 104.5, SF-539 99.3, DU-145 100.7, PC-3 102.9, SF-268 96.3, HCC-2998 105.0, SF-295 106.6 and SNB-75 115.4.
For O=C(CN1CCN(c2cc3c(cc2F)c(=O)c(C(=O)O)cn3C2CC2)CC1)Nc1nc(-c2ccccc2)cs1 the results were U251 43.8, SNB-19 86.8, DU-145 79.7, PC-3 64.7, SF-268 83.9, HCC-2998 92.6, SF-295 69.9 and SNB-75 69.6.
Cc1cccc2c(Cn3cc(Cn4c(C)cc(=O)n(Cc5cn(Cc6cc(=O)[nH]c7c(C)cccc67)nn5)c4=O)nn3)cc(=O)[nH]c12 was read as U251 110.3, SNB-19 98.6, SF-539 104.1, DU-145 112.0, PC-3 105.2, SF-268 102.0, HCC-2998 103.2, SF-295 102.0 and SNB-75 85.6.
Screening CSc1ccc(NCc2cn(-c3ccc(C(=O)O)cc3)nc2-c2cc(C(F)(F)F)cc(C(F)(F)F)c2)cc1 returned U251 82.3, SNB-19 86.5, SF-539 84.9, DU-145 99.0, PC-3 85.4, SF-268 96.1, HCC-2998 96.2, SF-295 102.2 and SNB-75 97.4.
For N#Cc1c(-c2ccc(Br)cc2)n2c(nc1=O)NNCC2=O the results were U251 99.0, SNB-19 106.7, SF-539 95.2, DU-145 124.1, PC-3 100.1, SF-268 115.5, HCC-2998 96.7, SF-295 92.1 and SNB-75 104.4.
`CN1CCN(c2ccc(-c3ccc4ncc(C#N)c(Nc5ccc(F)c(Cl)c5)c4c3)cc2)CC1` gave U251 50.0, SNB-19 72.7, SF-539 54.3, DU-145 29.1, PC-3 45.8, SF-268 50.8, HCC-2998 48.6, SF-295 69.6 and SNB-75 75.5.
`Cn1c(SCC(=O)N/N=C/c2ccc(F)cc2)nc2ccccc2c1=O` gave U251 99.9, SNB-19 96.5, SF-539 91.5, DU-145 97.5, PC-3 88.4, SF-268 94.5, HCC-2998 111.1, SF-295 92.4 and SNB-75 66.6.
`Cc1ccc(/C=C2\COc3ccc(O)cc3C2=O)cc1` gave U251 69.9, SNB-19 87.5, SF-539 98.7, DU-145 103.2, PC-3 86.0, SF-268 86.3, HCC-2998 112.2, SF-295 105.3 and SNB-75 84.6.
`COc1ccc(Cn2cc(C(=O)N=Nc3c(O)[nH]c4cc(Cl)c(F)cc34)nn2)cc1` gave U251 103.3, SNB-19 100.6, SF-539 110.9, DU-145 96.6, PC-3 105.5, SF-268 99.4, HCC-2998 104.1, SF-295 101.7 and SNB-75 103.4.
Screening Oc1ccc(/C=C2\CCCCc3cc4ccc(O)cc4[o+]c32)c(O)c1 returned U251 98.7, SNB-19 99.4, SF-539 156.4, DU-145 101.7, PC-3 122.1, SF-268 108.4, HCC-2998 121.4, SF-295 99.9 and SNB-75 103.0.
`Cn1cc(-c2nonc2-c2cn(C)c3ccc(F)cc23)c2ccccc21` gave U251 23.5, SNB-19 31.6, SF-539 -25.4*, DU-145 13.6, SF-268 43.3, HCC-2998 25.9, SF-295 26.0 and SNB-75 -17.9*.
CCc1ccccc1-n1c(-c2ccc(Cl)cc2)cc(-c2ccc(OC)cc2)c(C#N)c1=O was read as U251 113.9, SNB-19 104.7, SF-539 101.9, DU-145 94.6, PC-3 84.1, SF-268 93.4, HCC-2998 108.6, SF-295 93.2 and SNB-75 93.0.
OCCNCc1cccc(-c2ccccc2)c1O was read as U251 98.8, SNB-19 97.4, SF-539 108.7, DU-145 118.0, PC-3 93.8, SF-268 105.1, HCC-2998 90.5 and SNB-75 88.0.
`CCCCn1c(=O)c(C2CNC(=O)c3ccccc3N2)cc2ccc(Cl)cc21` (configuration not stated) gave U251 102.2, SNB-19 94.7, SF-539 82.0, DU-145 94.9, PC-3 93.0, SF-268 105.0, HCC-2998 111.2, SF-295 104.3 and SNB-75 90.0.
For CC1(C)N=C(N)N=C(N)N1c1cc(Cl)ccc1Cl the results were U251 80.0, SNB-19 92.6, SF-539 85.8, DU-145 6.7*, PC-3 101.1, SF-268 75.1, HCC-2998 94.8, SF-295 51.5 and SNB-75 117.9.
For O=C(Cc1ccc(Nc2ccnc(C(F)(F)F)c2)cc1)Nc1cc(Cl)ccc1O the results were U251 69.9, SNB-19 75.3, SF-539 64.2, DU-145 74.8, PC-3 69.1, SF-268 68.6, HCC-2998 106.4, SF-295 44.2 and SNB-75 50.8.
Cc1ccc(O)c(N2C(=NCCc3ccc(S(N)(=O)=O)cc3)NS(=O)(=O)c3cnccc32)c1 was read as U251 99.0, SNB-19 114.4, SF-539 98.8, DU-145 110.8, SF-268 140.7, SF-295 18.6 and SNB-75 91.5.
For O=C1/C(=C/c2ncc(CO)s2)SC(=S)N1Cc1ccccc1 the results were U251 101.4, SNB-19 103.9, SF-539 92.6, DU-145 96.2, PC-3 97.6, SF-268 94.8, HCC-2998 102.6, SF-295 102.8 and SNB-75 76.0.

Arranged by number of heavy atoms (rising): some entries from above
Screening CC(CN(C)C)OC(=O)Nc1ccccc1 (configuration not stated) returned U251 98.2, SNB-19 107.4, SF-539 93.6, DU-145 113.7, PC-3 103.5, SF-268 100.4, HCC-2998 100.6, SF-295 98.5 and SNB-75 89.7.
For N#Cc1c(-c2ccc(Br)cc2)n2c(nc1=O)NNCC2=O the results were U251 99.0, SNB-19 106.7, SF-539 95.2, DU-145 124.1, PC-3 100.1, SF-268 115.5, HCC-2998 96.7, SF-295 92.1 and SNB-75 104.4.
Screening COc1ccc(-c2nnc(-c3nnn(-c4ccc([N+](=O)[O-])cc4)c3C)o2)cc1OC returned U251 96.9, SNB-19 91.5, SF-539 96.4, DU-145 113.8, PC-3 92.4, SF-268 111.6, HCC-2998 107.5, SF-295 93.1 and SNB-75 104.6.
For O=C(CN1CCN(c2cc3c(cc2F)c(=O)c(C(=O)O)cn3C2CC2)CC1)Nc1nc(-c2ccccc2)cs1 the results were U251 43.8, SNB-19 86.8, DU-145 79.7, PC-3 64.7, SF-268 83.9, HCC-2998 92.6, SF-295 69.9 and SNB-75 69.6.

Following part:
For ClSSc1c2ccccc2cc2ccccc12 the results were U251 91.9, SNB-19 101.2, SF-539 105.4, DU-145 108.5, PC-3 99.8, SF-268 100.7, HCC-2998 97.0, SF-295 113.4 and SNB-75 80.3.
`CCN(CC)CC1CO1` (configuration not stated) gave U251 107.5, SNB-19 105.8, SF-539 102.3, DU-145 119.5, PC-3 96.5, SF-268 113.7, HCC-2998 103.3, SF-295 109.0 and SNB-75 77.3.
`COc1ccc(CN(CCN(C)C)c2ncccn2)cc1` gave U251 99.6, SNB-19 118.6, SF-539 102.9, DU-145 114.3, PC-3 88.3, SF-268 106.7, HCC-2998 102.2, SF-295 96.5 and SNB-75 103.2.
Nc1nc(Cl)c(C=O)c(N2CCOCC2)n1 was read as U251 100.5, SNB-19 107.5, SF-539 107.9, DU-145 111.1, PC-3 106.7, SF-268 100.0, HCC-2998 97.4, SF-295 97.2 and SNB-75 101.9.
For COc1cc(C)ccc1Cl the results were SNB-19 99.3, SF-539 98.2, DU-145 111.3, PC-3 98.1, SF-268 112.5, HCC-2998 117.0, SF-295 100.7 and SNB-75 71.2.
